# Source: PubChem
# aDG glyco act = increases alpha dystroglycan glycosylation; Pro5-aDG cells, alpha-DG glycosylation AlphaScreen (IIH6); 0% Pro5, 100% B10-LARGE cell signal; 0.22% of 360,000 active; activation, % at 10 µM;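 active = activation of at least 8% versus controls, or a plate z-score of at least 8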;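 also: Pro5 are CHO cells carrying HIG-tagged alpha-DG that lacks glycosylation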
# PDI inh = blocks human protein disulfide isomerase activity; PDI insulin aggregation turbidity, A650, 90 min; inhibition, % at 10 µM; 0.052% of 350,000 active; AID 588391;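 active = mean inhibition across replicates of 30% or more, whatever share of single replicates reach that level; inconclusive = mean inhibition below 30% while every single replicate reaches 30%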;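 also: absorbance from insulin aggregation driven by PDI reduction with DTT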
# Cardio protect = modulators protecting cardiomyocytes from myocardial damage; H9c2 cardiomyocytes, H2O2 injury protection, ATPLite, 2 h; protection from H2O2 cell death, % at 20 µM; 0.63% of 360,000 active;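 active = compounds giving at least 50% protection of heart cells from peroxide-induced death in the single-dose screen, raw or plate-pattern-corrected value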;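 also: 0% = DMSO wells with peroxide and 100% = DMSO wells without peroxide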
# ABCB6 inh MLPCN = inhibitors of human ABC transporter ABCB6; fluorescence ratio to DMSO, % at 10 µM; K562-ABCB6 porphyrin accumulation, flow cytometry, 1 h; hits give low values; 0.19% of 360,000 active;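 active = fluorescence ratio to DMSO below 75%, the collection mean minus 3 SD; inconclusive = too few cells collected in the well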;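 also: signal is porphyrin accumulated inside mitochondria; 100% equals median channel fluorescence of DMSO control wells; lower ratio means ABCB6 inhibition with less porphyrin fluorescence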
# CaV13 ICDI inh = Primary screen for inhibitors of IQ motif and Ca2+-dependent inactivation inhibitor domain binding in CACNA1D, Förster resonance energy transfer in living cells, …; HEK cells, CFP/YFP FRET ICDI-IQ, plate reader, 10 min; percent FRET-ratio fall versus neutral wells; inhibition, % at 12.3 µM; 0.098% of 340,000 active; AID 743397;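 active = mean replicate inhibition of at least 30% and at least 1% of replicates passing that level; inconclusive = only one of the two criteria is met; inactive = neither criterion is met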;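 also: 0% = median of the neutral control wells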
# Vif inh = blocks HIV Vif function | HEK293T cells, Vif self-association by quenched fluorescence, imaging, 24 h | inhibition, % at 7.49 µM | 0.35% of 340,000 active | AID 602346; in the data active = inhibition above about 50%, passing the limit was not always enough; inconclusive = no clear call, values can overlap the other calls; inactive = below about 31%; also: some results filed as inactive read as strong as hits
# MC4R antagonist = human MC4R antagonism in cAMP assay. P32245. MC4R-expressing cells, MTII-stimulated cAMP, LANCE TR-FRET. inhibition, % at 6.5 µM. 0.48% of 360,000 active. AID 540295;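 active = inhibition above its plate's cutoff, the mean of tested wells on that plate plus 3 SD, cut at about 29% in these data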;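 also: 0% = Melanotan II alone and 100% = Melanotan II plus saturating MCL0020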
# Target sequence (P32245 whole entry, looked up): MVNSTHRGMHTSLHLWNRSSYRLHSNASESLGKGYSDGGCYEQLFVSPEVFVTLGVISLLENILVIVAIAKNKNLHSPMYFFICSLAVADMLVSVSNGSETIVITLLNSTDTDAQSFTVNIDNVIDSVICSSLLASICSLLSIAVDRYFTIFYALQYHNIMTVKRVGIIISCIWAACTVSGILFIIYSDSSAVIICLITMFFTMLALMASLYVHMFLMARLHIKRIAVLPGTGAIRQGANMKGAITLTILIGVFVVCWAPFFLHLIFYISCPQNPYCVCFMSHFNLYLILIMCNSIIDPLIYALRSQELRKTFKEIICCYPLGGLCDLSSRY
#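 Material: U2OS-MC4R stable cell line | Reagent: Melanotan II challenge after compound preincubation | Doses: One concentration, 6.5 µM nominal | Incubation: 30-min compound preincubation, 1-h Melanotan II challenge, 1-h detection, room temperature | Signal: TR-FRET cAMP assay | Replicates: One well per compound, no replicates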
# m5-HT2A agonist = activates the mouse 5-HT2A serotonin receptor. 0.66% of 360,000 active. AID 624169. activation, % at 7.6 µM. CHO-K1 mHTR2A beta-arrestin complementation, luminescence; percent of 30 µM serotonin response. P35363;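 active = activation above a run cutoff, the mean activation of all tested compounds plus 3 SD, cut at about 14% in these data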;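 also: 0% = plate median of compound wells and 100% = 30 µM serotonin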
# Target sequence (P35363 whole entry, looked up): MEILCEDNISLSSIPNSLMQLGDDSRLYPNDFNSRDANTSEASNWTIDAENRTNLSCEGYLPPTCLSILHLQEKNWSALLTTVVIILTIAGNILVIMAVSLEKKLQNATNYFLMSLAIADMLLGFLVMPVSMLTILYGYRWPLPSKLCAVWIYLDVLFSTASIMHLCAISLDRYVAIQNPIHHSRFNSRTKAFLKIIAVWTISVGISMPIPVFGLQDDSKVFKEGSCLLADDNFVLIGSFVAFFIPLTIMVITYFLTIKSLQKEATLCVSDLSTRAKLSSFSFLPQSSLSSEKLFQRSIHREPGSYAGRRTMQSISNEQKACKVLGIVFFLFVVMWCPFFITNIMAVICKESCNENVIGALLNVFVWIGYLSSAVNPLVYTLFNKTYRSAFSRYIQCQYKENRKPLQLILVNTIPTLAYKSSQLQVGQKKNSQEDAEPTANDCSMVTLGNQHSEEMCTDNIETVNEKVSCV
# Glyco luc inh = N-linked glycosylation inhibition | 0.23% of 360,000 active | AID 588692 | D54 ERlucT glycosylation luciferase reporter, 24 h; percent of 100 nM tunicamycin response | reporter increase, % at 12.5 µM;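 active = mean luciferase reporter signal, scaled so untreated is 0 and the glycosylation-blocking control 100, at or above a set limit in every replicate; inconclusive = mean reaches the limit but not every replicate does; inactive = mean below the limit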;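 also: luciferase carries N-glycosylation sites so blocking glycosylation raises the light; 0% = median of neutral control wells and 100% = median of 100 nM tunicamycin wells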
# MC4R ag barr = human MC4R agonism via beta-arrestin; 0.98% of 360,000 active; activation, % at 8.9 µM; AID 540308; U2OS MC4R beta-arrestin complementation, luminescence; percent of melanotan II response, DMSO zero; P32245;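 active = activation above a per-plate cutoff, the mean activation of sample wells on that plate plus 3 SD, cut at about 8% in these data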
# Numbers without * were called inactive; u = inconclusive; x = no result given. Random draw from the library (roughly 3.6% active in at least one column).
SMILES,aDG glyco act,PDI inh,Cardio protect,ABCB6 inh MLPCN,CaV13 ICDI inh,Vif inh,MC4R antagonist,m5-HT2A agonist,Glyco luc inh,MC4R ag barr
Cc1cc(-c2cc(NC=O)c3ncc(-c4cccc(C(=O)NCCN(C)C)c4)n3c2)cc(C)c1O,-0.4,-2,7,102,-5,12,-10,-4,-2,3.6
O=C1C2C3C=CC(C3)C2C(=O)N1Cc1cccnc1 (stereo unspecified),-0.1,28,-12,94,-8,-6,-2,-1,0,0.8
CN1CCN(CCCNC(=O)c2ccc3c(c2)N(Cc2ccc(F)cc2)CCS3)CC1,0.0,-3,6,103,-7,8,3,-3,-4,-2.0
O=C(CCNS(=O)(=O)c1ccc(Br)cc1)N1CCCCCCC1,0.2,-1,-6,95,-3,12,1,-1,0,-0.5
CCOC(=O)c1c(C)[nH]c(C)c1S(=O)(=O)N1CCN(C(=O)c2ccco2)CC1,-0.5,5,6,94,-5,-7,0,5,2,-2.2
O=C(O)c1sccc1SCc1ccc(Cl)c(Cl)c1,-0.3,-8,8,100,-9,x,1,2,x,0.7
Cc1ccc(OCCCC(=O)N(C)CC(=O)Nc2c(C)cccc2C)cc1,0.3,-19,4,88,-12,-6,3,4,-1,-0.3
CC(=O)NC12CC3CC(C1)CC(C(=O)OCC(=O)Nc1c(F)cccc1F)(C3)C2,0.1,6,-6,u,-6,5,-2,0,1,-1.6
Cc1cccc(NC(=S)NCc2ccco2)n1,0.3,12,1,96,-4,-3,0,-3,-2,-3.2
COc1ccc(S(=O)(=O)Nc2cccc3c2O[C@H](CN(C)CC2CC2)[C@@H](C)CN([C@H](C)CO)C3=O)cc1,0.0,-1,6,100,-1,13,-3,-4,4,-2.1
O=S(=O)(O)c1ccc(SCc2ccccc2)nc1,-0.1,-2,6,99,-2,-4,3,5,1,-0.3
CC(OC(=O)c1nsc(Cl)c1Cl)C(=O)NCc1ccc2c(c1)OCO2 (stereo unspecified),0.2,-5,-3,97,-9,1,11,3,1,-1.0
Cn1nc(C(C)(C)C)cc1C(=O)N1CCCCC1c1cc(C(=O)Nc2cccc3c2CCCC3)no1 (stereo unspecified),0.5,-1,-17,95,-6,-14,3,-9,-4,-1.7
COc1ccccc1NC(=O)Nc1nn(C)c2cccc(N(C)C)c12,-0.1,-10,6,93,-5,-3,5,-1,3,-2.2
CC(C)CN1C(=O)c2ccc(C(=O)Nc3ccc(OCC(=O)O)cc3)cc2C1=O,0.0,9,-6,96,-4,-6,-5,4,3,-1.5
COc1ccc(C)cc1NC(=O)C(NCC1CCCO1)c1ccccc1 (stereo unspecified),-0.1,1,0,102,-3,1,2,-2,1,0.8
COc1ccccc1/C=C1\SC(=S)N(C(C(=O)O)c2ccccc2)C1=O (stereo unspecified),0.0,1,-6,94,-5,3,-3,-3,2,2.1
CC(NC(=O)C1CCN(S(=O)(=O)c2cccc3cccnc23)CC1)c1ccccc1 (stereo unspecified),0.2,1,-3,96,-16,-2,18,1,-2,-0.6
Nc1ncc(Br)cc1S(=O)(=O)NCCC(=O)NCCc1ccc(Cl)cc1,0.1,-3,0,94,-3,-10,6,-8,-3,-1.0
C#CCOCCOCCOCCNc1nc(N2CCN(C(=O)Cn3cc(CCCCN)nn3)CC2)nc(N2CCN(C(=O)Cn3cc(CC(C)O)nn3)CC2)n1 (stereo unspecified),0.0,1,0,100,-7,-2,3,0,3,0.0
Cc1cc(C)nc(N2CCC(C(=O)NCc3ccccc3F)CC2)n1,0.2,-1,0,96,-3,-1,-1,1,2,-1.9
COc1ccc(Cl)cc1N(CC(=O)NC1CC2CCC1C2)S(=O)(=O)c1ccccc1 (stereo unspecified),0.0,-1,5,93,-7,-4,11,-1,-4,-3.5
COc1ccc(NS(=O)(=O)c2cccc(NC(=O)CCC(=O)c3ccc(Cl)cc3)c2)cc1,1.6,2,-14,92,-2,-13,10,-5,-6,0.2
COc1ccc(CC2(C)OC(c3ccncc3)=NN2C(C)=O)cc1 (stereo unspecified),-0.4,9,-4,98,-2,-6,19,-2,1,3.2
Cc1ccc(Cn2nnc3c(=O)[nH]c(C4CCN(S(=O)(=O)/C=C/c5ccccc5)CC4)nc32)cc1,-0.2,-7,0,100,-7,-6,3,7,2,0.0

# Next structures
SMILES,aDG glyco act,PDI inh,Cardio protect,ABCB6 inh MLPCN,CaV13 ICDI inh,Vif inh,MC4R antagonist,m5-HT2A agonist,Glyco luc inh,MC4R ag barr
COc1cccc(N2C(=O)C3CCCN3C2c2ccc(N(C)C)cc2)c1 (stereo unspecified),-0.1,x,-12,104,4,-11,-5,-2,-1,-1.8
CC(=O)NC(C)c1ccc(C(=O)CSc2nnc(C3CC3)n2C2CC2)cc1 (stereo unspecified),0.3,8,8,94,-6,-2,1,-1,4,-2.4
CC(=O)C1(O)CCC2C3CC(C)C4=CC(=O)C=CC4(C)C3(F)C(O)CC21C (stereo unspecified),-0.2,8,6,97,-7,-1,6,-4,0,-0.2
Cn1nc([N+](=O)[O-])nc1Oc1ccccc1N,-0.2,9,0,89,-8,-8,3,6,2,0.6
Brc1ccc(CNCC2CCCO2)cc1 (stereo unspecified),0.0,3,6,100,-7,7,24,3,0,-0.4
CCC(=O)c1ccc(NC(C)=O)cc1O,-0.1,0,2,102,-4,7,-8,1,1,1.1
C[C@H](CO)N1C[C@H](C)[C@@H](CN(C)Cc2ccc(Cl)c(Cl)c2)Oc2c(NS(=O)(=O)c3cccs3)cccc2C1=O,4.9,-3,6,105,-10,6,12,4,-3,1.0
COCCCn1c(=NC(C)=O)c(C#N)cc2c(=O)n3cccc(C)c3nc21,0.3,-2,7,98,-4,2,-4,1,0,-2.2
O=C(C[n+]1ccc(/C=N/O)cc1)NC1CCCCC1,-0.3,-15,3,87,-5,1,2,-5,0,-1.3
O=C(CSc1ccsc1[N+](=O)[O-])NC1CCCC1,-0.3,-6,4,98,-18,-1,-2,-5,-1,2.6
Cc1c(O)ccc(C(=O)CN2CCN(c3ccccc3F)CC2)c1O,1.1,17,-6,93,x,-4,-4,-2,-3,-2.9
O=C1CC(c2ccccc2)CC(O)=C1C=NC1CCCCCC1 (stereo unspecified),0.1,-14,3,84,-6,3,-5,-3,-1,-0.7
O=C(O)[C@H](CSCc1ccccc1)NS(=O)(=O)c1ccc(F)cc1,0.2,3,0,90,-2,-1,6,-2,2,-0.7
O=C(CCNS(=O)(=O)c1cccs1)N1CCN(c2cccc(C(F)(F)F)c2)CC1,0.5,-2,-10,101,-3,-4,8,11,-4,4.0
C=CCNC(=S)/N=c1/ccccn1CC,0.3,2,-3,103,-5,-5,-2,1,-2,-0.5
CCC1(C)Cc2c(sc3nc(SCC(=O)O)[nH]c(=O)c23)CO1 (stereo unspecified),0.1,-4,2,89,-10,x,2,-1,3,-2.6
COc1ccc(S(=O)(=O)N2CCN(c3ccc4nnc(-c5ccccc5)n4n3)CC2)cc1,0.3,4,-12,95,-5,3,16,10,1,-0.4
O=C(COc1ccccc1Cl)NC(=S)Nc1ccc(CN2CCOCC2)cc1,0.1,-4,2,98,-3,-11,11,-3,-2,0.5
Cc1sc2nc(SCC(=O)Nc3ccc(Cl)c(C(=O)O)c3)[nH]c(=O)c2c1C,0.7,8,-2,97,-2,19,10,1,-8,0.0
CN(C)/C=N/c1cnc(C(=O)c2ccc(Cl)cc2)n1C,0.1,8,-9,77,x,-3,-5,2,-4,-0.5
O=C(COc1ccccc1-c1ccccc1)N/N=C/c1cccnc1,-0.4,5,1,93,2,3,7,0,12,-4.5
Cc1cc(C)cc(CC(Cc2nc3ccccc3[nH]2)c2nc3ccccc3[nH]2)c1 (stereo unspecified),0.3,23,-26,92,-6,-20,9,-3,-2,1.8
c1csc(Cc2nc3ccccc3[nH]2)c1,-0.1,-4,-5,99,-8,1,10,5,2,-0.6
O=C(COc1ccc(-c2ccccc2)cc1)N/N=C/c1cc(O)ccc1Br,-0.1,8,-18,100,-1,-6,0,0,0,37*
CCOc1ncccc1C(=O)Nc1cccc(-n2cnnn2)c1C,-0.1,-11,6,91,-15,-1,3,6,1,-1.1

# (next part)
SMILES,aDG glyco act,PDI inh,Cardio protect,ABCB6 inh MLPCN,CaV13 ICDI inh,Vif inh,MC4R antagonist,m5-HT2A agonist,Glyco luc inh,MC4R ag barr
CCOC(=O)/C(=C\c1ccc(OC)c(OC)c1)C(=O)c1cccnc1,0.2,17,5,92,-2,-2,4,7,1,-0.8
COc1cccc(NC(=O)C2CCCN2C(=O)Nc2cccc(F)c2)c1 (stereo unspecified),-0.1,-19,-7,138,-3,-13,-1,2,-1,2.6
CC(=O)Nc1ccc(NC(=O)C(C)OC(=O)CC2CCCCC2)cc1 (stereo unspecified),0.1,10,2,98,-6,7,-4,3,2,-2.4
CN(CC(=O)Nc1ccc([N+](=O)[O-])cc1Br)Cc1c(F)cccc1Cl,-0.2,1,-8,94,13,0,1,-3,-6,-0.8
CCN(CC)c1c(-c2ccccc2)c2cc(C)ccc2[nH]c1=O,-0.2,-1,-4,91,-8,26,-1,-6,2,0.3
CCNc1nc(NCC)nc(N(C)/N=C/c2ccco2)n1,0.2,9,1,101,-5,1,9,-7,1,-1.9
CCCC(=O)N1CCC1(C)C(=O)NS(=O)(=O)c1ccc(Cl)cc1 (stereo unspecified),0.3,9,2,90,-5,16,7,7,2,-0.2
O=S1(=O)N[C@@H](Cc2ccccc2)COc2cc(N3CCN(Cc4ccccc4F)CC3)ccc21,1.0,x,x,102,-4,x,x,3,x,x
N=C1C(c2ccccc2)=C(O)CN1c1cccc(S(=O)(=O)NCc2ccco2)c1,-0.1,0,1,94,-16,-3,0,-3,2,1.2
CCOC(=O)[C@]12CCC=C1N(Cc1ccco1)C(=O)[C@H](CC(=O)NCCC(C)C)C2,0.0,x,x,96,-5,x,x,4,x,x
Cc1ccc(CN2CCCC(C(=O)N3CCCC3)C2)cc1 (stereo unspecified),0.2,1,3,97,-2,-4,7,3,-1,-1.5
Cc1cc(C(=O)Nc2sc3c(c2C#N)CCC(C)C3)no1 (stereo unspecified),-0.2,1,-16,98,-4,11,-8,0,-1,-0.4
Cn1c(=O)c2cnc(-c3ccc(C(F)(F)F)cc3)nc2n(C)c1=O,0.0,-1,-4,97,9,2,13,-1,3,-2.4
Cc1c(C(=O)NCc2ccc(Cl)c(Cl)c2)sc(=O)n1Cc1cccc(F)c1,0.9,5,-3,100,39*,0,1,-8,-5,1.4
CCc1cc2c(SCC(=O)NC3CCS(=O)(=O)C3)ncnc2s1 (stereo unspecified),1.5,0,-4,104,-7,10,-8,0,-2,-0.8
CCC1(c2ccc(F)cc2)NC(=O)N(CC(=O)N2CCN(C(=O)c3cccs3)CC2)C1=O (stereo unspecified),0.1,-4,-1,81,-7,-5,8,7,2,2.6
